Screening data (PubChem BioAssay)
CHRM4 PAM = positive allosteric modulators of human muscarinic M4 receptor; P08173; CHO-K1 hM4/Gqi5, Fluo-8 calcium fluorescence, ACh EC20; 0% = ACh EC20, 100% = maximal ACh; activation, % at 3 µM; 360,000 tested, 0.4% active; AID 624126;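 active means activation above its plate's cutoff, the mean activation of sample wells plus 3 SD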; further: some results filed as inactive read as strong as hits
CHRM4 agonist = CHRM4 agonism in calcium assay; 360,000 tested, 0.14% active; CHO-K1 hM4/Gqi5, Fluo-8 calcium fluorescence; vehicle 0%, full acetylcholine response 100%; activation, % at 3 µM; P08173;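 active means activation above the run mean over all test wells plus 3 SD, cut at about 32% in these data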;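 further: peak over basal fluorescence ratio per well then scaled between controls; 0% = DMSO wells and 100% = acetylcholine at EC100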
M1 PAM = positive allosteric modulators of human M1 muscarinic receptor; P11229; CHO-K1 hM1, Fluo-8 calcium fluorescence, ACh EC20; 0% = ACh EC20, 100% = maximal ACh; activation, % at 3 µM; 360,000 tested, 0.088% active; in the data active means activation above about 19%, passing the limit was not always enough
Target sequence (P11229 whole entry, looked up): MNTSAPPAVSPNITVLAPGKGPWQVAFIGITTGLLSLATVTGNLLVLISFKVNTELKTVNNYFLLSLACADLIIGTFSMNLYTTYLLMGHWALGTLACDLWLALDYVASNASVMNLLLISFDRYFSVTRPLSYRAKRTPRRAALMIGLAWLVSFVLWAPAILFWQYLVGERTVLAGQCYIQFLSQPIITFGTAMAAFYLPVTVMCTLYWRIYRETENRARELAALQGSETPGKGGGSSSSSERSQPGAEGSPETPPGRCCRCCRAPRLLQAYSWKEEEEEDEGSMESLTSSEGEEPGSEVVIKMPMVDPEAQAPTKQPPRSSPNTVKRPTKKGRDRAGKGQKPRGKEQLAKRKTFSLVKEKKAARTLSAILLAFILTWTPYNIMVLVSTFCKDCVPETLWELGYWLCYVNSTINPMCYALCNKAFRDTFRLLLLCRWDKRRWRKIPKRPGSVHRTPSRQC
CHRM5 PAM = positive allosteric modulators of human muscarinic M5 receptor. P08912. CHO-K1 hM5, Fluo-8 calcium, ACh EC20 PAM; 0% = ACh EC20, 100% = ACh EC100. activation, % at 3 µM. 360,000 tested, 0.3% active. AID 624038;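 active means activation above the run cutoff, the mean activation of all test compounds plus 3 SD, cut at about 18% in these data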
Target sequence (P08912 whole entry, looked up): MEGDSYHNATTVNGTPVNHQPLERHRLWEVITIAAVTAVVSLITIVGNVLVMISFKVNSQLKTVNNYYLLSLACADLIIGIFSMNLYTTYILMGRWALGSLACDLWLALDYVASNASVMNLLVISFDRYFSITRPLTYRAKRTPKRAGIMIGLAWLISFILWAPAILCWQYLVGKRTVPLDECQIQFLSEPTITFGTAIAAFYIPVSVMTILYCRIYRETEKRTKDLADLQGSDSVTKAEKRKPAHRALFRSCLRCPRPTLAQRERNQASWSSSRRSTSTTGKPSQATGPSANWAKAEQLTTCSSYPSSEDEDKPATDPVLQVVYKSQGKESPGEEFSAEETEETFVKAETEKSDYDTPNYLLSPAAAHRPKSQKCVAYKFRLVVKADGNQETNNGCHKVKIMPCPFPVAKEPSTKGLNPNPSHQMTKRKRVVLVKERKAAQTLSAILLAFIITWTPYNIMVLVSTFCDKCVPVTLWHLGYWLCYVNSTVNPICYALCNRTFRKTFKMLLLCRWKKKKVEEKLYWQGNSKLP
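System – CHO-K1 hM5 cells · Compound – 3 µM, single dose · Incubation – compound preincubation 140 s before EC20 acetylcholine addition · Technique – Fluo-8 calcium fluorescence · Measure – Max/basal fluorescence ratio as % of EC20–EC100 ACh window · Benchmarks – low control EC20 acetylcholine (0%), high control EC100 acetylcholine (100%) · Replication – singlicate, one well per test compound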
M4 antag = antagonists of human muscarinic M4 receptor (CHRM4); P08173; CHO-hM4 cells, ACh EC80, Fluo-8 calcium fluorescence; inhibition, % at 3 µM; 360,000 tested, 0.73% active; AID 624125;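 active means inhibition above its plate's cutoff, the mean inhibition of sample wells plus 3 SD, cut at about 27% in these data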;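 further: 0% = acetylcholine EC80 with DMSO and 100% = DMSO without agonist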
CRFBP-R2 block = blocks CRF-induced signaling of the CRF-BP/CRF-R2 complex; HEK293 CRF-R2/CRF-BP, CRF-induced calcium fluorescence; inhibition, % at 11.8 µM; 350,000 tested, 0.59% active;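 active means inhibition of the ligand-induced calcium signal above about 50% at the single tested concentration, limit read from the data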
CRFR2-BP ag = agonists of human CRF-binding protein/CRF-R2 receptor complex; 350,000 tested, 0.46% active; activation, % at 13.2 µM; HEK293 CRF-R2/CRF-BP, calcium dye fluorescence (FLIPR); percent of saturating CRF peptide response;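 active means activation of at least 50%, plus an integration ratio under a set limit after plate pattern correction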;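 further: plate controls were neutral control wells without compound for no effect and CRF at EC100 for full effect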
M5 ag = agonists of human muscarinic M5 receptor (CHRM5); activation, % at 3 µM; CHO-K1 hM5 cells, Fluo-8 calcium fluorescence; 0% DMSO wells, 100% maximal acetylcholine response; P08912; 360,000 tested, 0.19% active; AID 624037;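 active means activation above the run's mean over test compounds plus 3 SD, cut at about 23% in these data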;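 further: signal is peak over basal fluorescence ratio across the kinetic read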
CHRM5 antagonist = CHRM5 antagonism in calcium assay; P08912; CHO-hM5 cells, Fluo-8 calcium fluorescence, ACh EC80; inhibition, % at 3 µM; 360,000 tested, 0.59% active; AID 624040;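 active means inhibition above a per-plate cutoff, the mean of that plate's test compounds plus 3 SD, cut at about 27% in these data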;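 further: 0% = acetylcholine EC80 with DMSO and 100% = DMSO without agonist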
The depositor's hits bear a star; . = not tested or not shown.

cpd | CHRM4 PAM | CHRM4 agonist | M1 PAM | CHRM5 PAM | M4 antag | CRFBP-R2 block | CRFR2-BP ag | M5 ag | CHRM5 antagonist | canonical_smiles
1 | 0.7 | 1.9 | 4.9 | -3.2 | 2.6 | -1.5 | -7.9 | -1.3 | 2.5 | COc1ccccc1CNC(=O)C1CCN(S(=O)(=O)N2CC(C)CC(C)C2)CC1 (configuration not stated)
2 | 1.8 | 7.9 | 7.3 | -4.2 | -0.6 | 17.9 | -0.4 | 2.5 | 0.8 | O=C(C1CCN(S(=O)(=O)c2cccc3cccnc23)CC1)N1CCN(c2ccccc2)CC1
3 | -4.4 | 0.6 | -0.7 | 8.2 | 2.4 | 0.3 | -0.4 | -6.2 | -5.6 | OCCC1CN(Cc2cccc3c2OCO3)CCN1C1CCCCC1 (configuration not stated)
4 | 0.3 | 3.5 | 6.2 | -2.5 | -18.1 | -11.2 | -0.2 | -1.5 | -4.8 | Cc1ccc(C)c(N2CCN(S(=O)(=O)c3c(C)[nH]c(C)c3C(=O)N3CCCC3)CC2)c1
5 | -4.0 | 0.5 | 8.8 | -1.0 | -10.0 | -0.5 | -0.5 | -2.2 | 5.2 | COc1cc(C(C)=O)ccc1Oc1ncccn1
6 | -13.2 | 8.3 | -2.6 | -11.7 | 7.5 | -42.4 | 1.1 | 9.2 | 12.3 | CN(c1cccc(NC(=O)c2ccc(C(C)(C)C)cc2)c1)S(C)(=O)=O
7 | 1.1 | 2.7 | -4.0 | -2.7 | -7.8 | 24.7 | -5.3 | -2.0 | 4.1 | Cc1nn(Cc2ccc(C(=O)N3CCN(C(=O)c4ccco4)CC3)o2)c(C)c1[N+](=O)[O-]
8 | -0.4 | 0.2 | 0.9 | 4.2 | -6.5 | 2.3 | 2.1 | 2.0 | 9.7 | C/C=C/C=C\C(=O)Nc1cccc(C2=NOC3(C2)C[C@@H](C(N)=O)N(C(=O)/C(C)=C/C)C3)c1 (some centres not stated)
9 | -1.3 | 1.4 | -0.3 | -5.2 | -9.3 | 11.8 | -1.9 | 0.3 | -3.8 | Nc1nonc1-n1nnc(C(=O)N/N=C/c2cccc(Cl)c2)c1CN1CCCCCC1
10 | 40.4* | 2.2 | 9.1 | 2.6 | -12.2 | -11.2 | 3.7 | 1.8 | -4.5 | CCn1c(NCc2ccccn2)nc2c1c(=O)n(C)c(=O)n2C
11 | -5.4 | 0.1 | 2.7 | -1.3 | -1.2 | -6.1 | 1.3 | -3.4 | -1.6 | CC(C)(C)NC(=O)COC(=O)c1ccc(O)cc1
12 | 3.4 | -1.0 | 4.4 | 0.1 | -15.5 | 22.8 | 1.5 | -5.5 | -4.9 | Cc1ccc(SCCC(=O)NCCSCc2ccccc2C)cc1
13 | 6.3 | 0.6 | 3.0 | -0.4 | -5.4 | 16.6 | 1.2 | -1.8 | -2.8 | Cc1ccc(S(=O)(=O)N2CC(O)CC2C(=O)OCc2nc3sc(C)c(C)c3c(=O)[nH]2)cc1 (configuration not stated)
14 | 3.4 | 0.7 | 3.6 | 3.8 | -12.6 | . | . | 0.2 | 6.2 | NC(c1ccccc1)c1csc(Nc2ccc(C(=O)NCCCO)cn2)n1 (configuration not stated)
15 | 4.8 | 4.2 | 12.5 | -3.5 | -8.0 | -7.4 | 0.3 | 0.1 | 13.1 | Cc1c(C(C)CCCO)oc(=O)c2c1Oc1c(C)c(C(C)C[C@@H](C)O)oc(=O)c1C2 (some centres not stated)
16 | -2.8 | 10.9 | 7.9 | -7.1 | -21.5 | 19.2 | -2.6 | -1.1 | 16.1 | COc1cccc(CNC(=O)N2CCN(c3ccccc3C)CC2)c1
17 | -6.4 | 9.0 | -13.1 | -13.2 | 12.9 | -37.7 | -0.4 | -0.4 | 14.3 | O=C(COC(=O)[C@H](Cc1ccccc1)N1C(=O)c2ccccc2C1=O)Nc1ccc2c(c1)OCO2
18 | -2.3 | 1.6 | 7.0 | 4.1 | -2.8 | 2.4 | 1.7 | -1.9 | -0.9 | Cc1ccc(C)c(S(=O)(=O)N2CCN(C(=O)c3ccnn3C)CC2)c1
19 | 6.2 | 0.1 | -1.8 | 5.4 | 5.3 | -9.6 | 0.4 | 2.1 | 3.5 | CC(C)NC(=O)N(C)C[C@H]1Oc2ccc(NC(=O)C3CCCCC3)cc2C(=O)N([C@H](C)CO)C[C@@H]1C
20 | 5.1 | 0.0 | -4.0 | 2.1 | 14.9 | 12.4 | -0.6 | -3.7 | 15.0 | N#C/C(=C\c1ccc(OCc2ccc(Cl)cc2)cc1)C(=O)Nc1cccc(C(=O)O)c1
21 | 4.0 | -2.8 | 3.2 | -3.9 | 6.9 | 8.5 | -1.9 | -7.7 | 0.5 | Cc1oc(C(C)(C)C)cc1C(=O)Nc1ccc2c(c1)OCCO2
22 | -1.2 | 0.5 | 9.1 | 4.0 | -4.3 | -0.8 | -0.9 | -2.0 | -9.5 | O=C1CC(N2CCC(c3nc4ccccc4[nH]3)CC2)C(=O)N1c1cccc(F)c1 (configuration not stated)
23 | -4.0 | 2.0 | 2.4 | -1.1 | -2.3 | -12.7 | -0.4 | -0.8 | 2.0 | COCCSc1nc2c(c(=O)[nH]c(=O)n2C)n1Cc1cccc(C)c1
24 | -3.0 | 0.1 | 7.9 | -4.0 | 0.8 | -0.4 | -1.1 | -2.0 | 3.4 | Cc1cc(C)cc(OCC(=O)N2CCc3ccccc3C2)c1
25 | 5.5 | 6.8 | -3.8 | -12.9 | -2.8 | 12.9 | 11.8 | 1.6 | 15.1 | Cc1cccc(NC(=S)NNc2ncc(C(F)(F)F)cc2Cl)c1
26 | -6.1 | 8.8 | -5.9 | 0.9 | 3.9 | -2.5 | 1.6 | -8.5 | 1.3 | COc1ccc(NC(=O)c2cc(-c3ccc(C)o3)nc3ccccc23)cc1
27 | 11.9 | 1.1 | 9.3 | -9.3 | -6.9 | -28.0 | 1.5 | -3.5 | 11.8 | Nc1nnc(CCS(=O)(=O)c2cc(Cl)ccc2Cl)s1
28 | -6.8 | 21.6 | -4.7 | -31.1 | -3.5 | 11.6 | -1.1 | 9.3 | 5.3 | COc1ccccc1NC(=O)c1ccc(NC(=O)COC(=O)c2ccc(O)cc2)cc1
29 | -2.4 | 1.4 | -1.6 | -3.0 | 3.7 | 2.7 | -3.8 | 4.5 | 4.8 | Cc1cc(C(=O)NNC(=S)NC(C)c2ccccc2)c2ccccc2n1 (configuration not stated)
30 | 5.3 | 6.6 | 5.2 | -7.8 | -6.3 | 0.6 | -0.6 | -3.2 | 15.7 | Nc1c(Cl)c(Cl)nc(C(=O)OCC(=O)NCc2ccccc2)c1Cl
31 | -3.3 | 1.1 | 7.0 | 1.0 | 13.8 | 6.8 | -1.2 | -1.6 | 11.2 | COc1ccc(NC(=O)CN(C)C(=O)c2ccc(=O)[nH]c2)cc1
32 | 1.8 | 3.0 | 8.0 | 7.2 | -12.0 | . | . | -0.8 | -6.6 | CN1OC[C@@H]2CN(Cc3ccc(Cl)cc3)[C@H](c3ccc(-n4ccnc4)cc3)C[C@@H]21
33 | 1.7 | 5.5 | -3.1 | 1.9 | -6.9 | -10.6 | -1.8 | 0.6 | 0.6 | Cc1ccc(NC(=O)OCCN2CCN(Cc3ccccc3)CCC2=O)cc1C
34 | 2.9 | 1.3 | -4.9 | 4.2 | -5.6 | 0.1 | 0.0 | 2.2 | -5.0 | CSCC[C@H](NC(=O)c1cccc(S(=O)(=O)N2CCCCC2)c1)c1nc2ccccc2[nH]1
35 | 9.8 | -1.7 | 1.4 | 0.3 | -17.7 | -9.0 | 0.6 | 2.9 | 11.3 | CCC(=O)N1N=C(c2ccc(NS(=O)(=O)c3ccccc3)cc2)CC1c1ccco1 (configuration not stated)
36 | 7.1 | 1.6 | 0.8 | -1.2 | -5.9 | 21.0 | -6.0 | -3.5 | 2.7 | COc1cccc(NC(=O)CNC(=O)c2ccc(F)cc2)c1
37 | 4.3 | 0.7 | 0.3 | 27.1* | 0.4 | 20.5 | 2.4 | 1.5 | 0.3 | Cc1ccc2c(C)c(C(=O)Nc3ccc(S(N)(=O)=O)cc3)oc2c1C
38 | 6.6 | 0.4 | 7.7 | 2.7 | -3.0 | -24.1 | 1.5 | 0.2 | -3.6 | O=c1oc2ccccc2cc1-c1csc(Cc2nc(-c3ccc(Br)cc3)cs2)n1
39 | -2.5 | 1.4 | -11.2 | 0.2 | 5.5 | -175.6 | 106.9* | -1.2 | 0.8 | CCCCCn1nc(C)c(/C=N\NC(=O)c2cc(C)oc2C)c1C
40 | -2.6 | 10.0 | -14.5 | -4.7 | -1.6 | 10.1 | 0.7 | 8.3 | 6.5 | O=C(CSc1ccc(S(=O)(=O)N2CCOCC2)cn1)Nc1ccc(F)c(F)c1
41 | 6.9 | 3.0 | -6.7 | -6.1 | -0.7 | -0.5 | 1.1 | -0.1 | 7.1 | COC(=O)[C@@]12CCCCN1[C@H](c1ccc(-c3ccc(C(C)=O)cc3)cc1)[C@H]1C(=O)N(C)C(=O)[C@H]12
42 | -0.6 | 1.6 | 9.6 | 4.4 | -0.8 | -48.4 | 8.0 | 0.5 | -2.7 | CCOc1c(S(=O)(=O)NC2CC(C)(C)NC(C)(C)C2)ccc(Cl)c1Cl
43 | 11.0 | 3.9 | 4.4 | 3.6 | 0.3 | -3.4 | 0.2 | -4.0 | -1.8 | O=C(COC(=O)[C@@H]1CC(O)CN1S(=O)(=O)c1ccc2c(c1)OCCO2)NCc1ccc(F)cc1 (some centres not stated)
44 | -3.9 | 6.2 | -8.3 | -8.3 | -1.9 | 0.8 | -0.8 | -2.2 | 10.0 | CCCOc1ccc(CC(=O)NNC(=S)Nc2ccccc2)cc1Br
45 | 12.0 | 0.6 | 12.8 | 1.1 | 4.8 | 7.8 | -0.3 | 1.4 | 5.1 | COCCN(C(=O)C1CCCO1)c1c(N)n(CC(C)C)c(=O)[nH]c1=O (configuration not stated)
46 | 2.9 | 6.5 | 10.8 | -1.9 | -7.4 | -17.4 | 0.5 | 0.6 | 8.0 | COCCOc1ccc(C(F)(F)F)cc1NC(=O)COC(=O)C12CC3CC(CC(O)(C3)C1)C2
47 | -8.0 | 2.2 | -7.8 | -3.6 | 0.0 | -3.2 | 0.1 | -3.8 | 4.1 | COc1cccc(/C(C)=N/NC(=O)c2cc(-c3cccnc3)nc3ccccc23)c1
48 | -1.9 | -1.2 | -3.5 | -8.0 | -6.9 | -1.9 | 6.4 | 0.2 | 0.8 | COc1ccc(Cn2nnnc2C(c2ccccn2)N2CCN(c3cc(Cl)ccc3C)CC2)cc1 (configuration not stated)
49 | 13.8 | 1.2 | 8.6 | 0.7 | 2.1 | -7.0 | 0.4 | 4.7 | 6.8 | CN(C)c1ccc(-c2cc(O)c3ncccc3c2)cc1
50 | -5.4 | 0.4 | -8.4 | -5.9 | 7.7 | 8.5 | 2.2 | 2.0 | 1.3 | CC1CCCCC1NC(=O)Cn1c(=O)oc2cc(S(=O)(=O)N3CCCC3)ccc21 (configuration not stated)
51 | 13.4 | -0.1 | 13.7 | -1.3 | -7.3 | 3.4 | -2.2 | -3.4 | 4.0 | CCOc1ccc(NS(=O)(=O)c2cc(C(=O)N3CC(C)OC(C)C3)ccc2C)cc1 (configuration not stated)
52 | 4.5 | 1.7 | 7.0 | 1.5 | 1.4 | 7.4 | 0.5 | -0.1 | 6.2 | COc1ccccc1C(C)NC(=O)CCNC(=O)c1ccc(Cl)cc1 (configuration not stated)
53 | 8.1 | 2.9 | 6.5 | 8.3 | -6.9 | 1.8 | -0.9 | 4.6 | 6.3 | Cc1cc(=O)oc2cc(OCC(=O)Nc3cccnc3)ccc12
